LDHA block = inhibitors of human lactate dehydrogenase A; 480,000 compounds, 0.15% hits; P00338; purified LDHA, NADH/diaphorase-resazurin fluorescence; active compounds read low; activity change, % (values are at about 110 or 230 µM); in the data active = activity change below about -30%; inconclusive = mostly about -25% to -30%;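 also: plate controls were DMSO wells for no effect and wells without enzyme for full effect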
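LDH5 2 nM; NADH 0.06 mM, pyruvate 0.2 mM; 200 mM Tris pH 7.4, EDTA, Tween-20; 5 min RT. Detection: diaphorase 0.133 mg/mL + resazurin 37 µM, fluorescence ex540/em590 at 0 and 20 min; normalized to enzyme-free and DMSO wells.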
POLH inh = blocks human DNA polymerase eta activity; 390,000 compounds, 1.2% hits; Potency, µM (series often up to 114 µM), for the others: at the highest dose activity change, negative = inhibition, most hits filed as inhibitors; Q9Y253; recombinant Pol eta, fluorescent DNA replication assay; AID 588591; also: potency is read from the fitted curve at half-maximal effect; % is scaled to controls: 0 for no effect and ±100 for the full control effect
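Fluorescent replication assay: 50 nM final substrate added after a 15 min room-temperature compound preincubation with 10 nM enzyme. Signal taken at 0 min and again at 10 min.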
POLB inh = DNA polymerase beta (human) inhibition | P06746 | Pol beta primer extension/strand displacement, fluorescence kinetic | Potency, µM (highest dose often 114 µM), without a hit: at the top dose activity change, negative = inhibition, actives largely listed as inhibitors | 340,000 compounds, 1.3% hits | AID 485314; also: potency is read from the fitted curve at half-maximal effect; % is scaled to controls: 0 for no effect and ±100 for the full control effect
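Reaction started by 50 nM substrate onto compound-treated Pol beta (10 nM, 15 min preincubation, room temperature); plates read at 0 min and 10 min. Normalized concentration-effect data fitted by four-parameter Hill equation.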
POLK inh = inhibitors of human DNA polymerase kappa; 400,000 compounds, 0.53% hits; Potency, µM (titrated, usually from 107 µM), without a hit: at the top dose activity, negative = inhibition, usual class: inhibitors; Q9UBT6; purified Pol kappa, fluorescent DNA synthesis assay, 10 min; also: potency is read from the fitted curve at half-maximal effect; % is scaled to controls: 0 for no effect and ±100 for the full control effect
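Activity was followed as the change in fluorescence between reads at 0 and 10 min after starting the reaction with 50 nM substrate. Beforehand, 10 nM polymerase had been preincubated with compound for 15 min at room temperature.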
Anesthetic bind = candidate novel general anesthetic via apoferritin binding; P02791; apoferritin/1-aminoanthracene competitive binding, fluorescence; Potency, µM (doses to about 77.5 µM), for the others: at the highest dose activity change, negative = displacement, actives largely listed as inhibitors; 350,000 compounds, 0.074% hits; AID 485281; also: potency is read from the fitted curve at half-maximal effect; % is scaled to controls: 0 for no effect and ±100 for the full control effect; nearly all actives have a fitted effect of over 20% in size
Target sequence (P02791 2-175 limits assumed): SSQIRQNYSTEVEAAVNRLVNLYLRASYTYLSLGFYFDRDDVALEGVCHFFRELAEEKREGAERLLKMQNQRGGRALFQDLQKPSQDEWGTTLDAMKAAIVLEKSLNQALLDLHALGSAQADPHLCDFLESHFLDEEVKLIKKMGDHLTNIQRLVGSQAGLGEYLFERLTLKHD
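Horse-spleen apoferritin (10 uM) was mixed with 50% saturated 1-aminoanthracene in PBS, exposed to compounds for 10 min at room temperature, and read for fluorescence (ex 380 nm, em 535 nm). Competitive displacement was fitted with a four-parameter Hill equation.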
APE1 inh = blocks human APE1 abasic DNA cleavage; recombinant APE1, TAMRA/BHQ-2 abasic DNA cleavage fluorescence; Potency, µM (highest dose often 65.8 µM), for inactives: at the highest dose activity change, negative = inhibition, actives largely listed as inhibitors; 350,000 compounds, 0.35% hits; AID 2517;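 also: potency is read from the fitted curve at half-maximal effect; plate controls were vehicle for no effect and reference inhibitor for full effect; nearly all actives have a fitted effect of over 55% in size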
Target sequence (P27695 whole entry, looked up): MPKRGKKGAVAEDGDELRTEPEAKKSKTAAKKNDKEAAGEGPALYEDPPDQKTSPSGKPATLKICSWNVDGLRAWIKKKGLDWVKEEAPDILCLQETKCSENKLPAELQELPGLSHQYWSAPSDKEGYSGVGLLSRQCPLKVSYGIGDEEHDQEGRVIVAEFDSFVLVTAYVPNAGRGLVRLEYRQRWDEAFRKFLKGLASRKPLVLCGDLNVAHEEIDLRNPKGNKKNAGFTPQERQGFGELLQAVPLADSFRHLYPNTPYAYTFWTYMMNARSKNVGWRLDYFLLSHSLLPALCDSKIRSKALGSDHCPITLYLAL
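Endonuclease cleavage of a quenched abasic-site DNA duplex (50 nM) by APE1 (0.75 nM) was tracked by TAMRA dequenching. Compounds were preincubated with enzyme 15 min at room temperature; data normalized to buffer-only and DMSO wells plus NSC13755 control.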
ERG-DNA inh = blocks human ERG Ets domain binding to DNA | AID 624246 | Potency, µM (highest dose often 76.9 µM), for inactives: at the top dose FP activity, negative = inhibition, actives largely listed as inhibitors | 370,000 compounds, 0.028% hits | P11308 | fluorescence polarization, His-ERG Ets domain / labelled DNA; active = well fitted inhibition curve with a large enough effect in the polarisation, with a control signal flat; inconclusive = small, poorly fitted or top-dose-only effect, or effect the other way, or a change in a side signal; inactive = no such curve, though single readings can be large or run the other way; the % refers to the polarisation;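 also: polarization taken with two DNA probes labelled with fluorescein and Texas red; potency is read from the fitted curve at half-maximal effect; % of control where 0% means no effect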
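His-tagged ERG Ets domain (1 uM in the protein solution; 300mM KCl, 50mM Tris-HCl, 1mM EDTA, 1mM DTT, pH 7.5) received compound, then a probe mix of 5 nM fluorescein-DNA and 100nM Texas-615-DNA. Fluorescence polarization was read for both dyes.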
RGS4 inhibitor = blocks human RGS4-accelerated GTP hydrolysis | Transcreener GDP fluorescence polarization, RGS4-accelerated GTP hydrolysis | Potency, µM (series often up to 114 µM), inactives show top-dose activity change, negative = inhibition, most hits filed as inhibitors | 390,000 compounds, 0.039% hits; also: potency is read from the fitted curve at half-maximal effect; % is scaled to controls: 0 for no effect and ±100 for the full control effect; nearly all actives have a fitted effect of over 75% in size; some results filed as inactive show a strong effect at the top dose
Target sequence (P49798 whole entry, looked up): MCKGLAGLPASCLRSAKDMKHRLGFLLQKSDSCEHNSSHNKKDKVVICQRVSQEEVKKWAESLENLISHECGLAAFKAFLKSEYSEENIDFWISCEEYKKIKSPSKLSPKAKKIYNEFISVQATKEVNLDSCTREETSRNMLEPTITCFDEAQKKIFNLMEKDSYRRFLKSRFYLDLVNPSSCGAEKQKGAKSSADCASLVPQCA
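MLSMR compounds (23 nl, pin-transferred) preincubated 10 min at room temperature with a 500nM (2x) first reagent, then RGS4 at 900nM (2x) plus Transcreener GDP mix added; fluorescence polarization (620/688 nm) read before and after 90 min at 30 °C.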
ALOX12 inh = blocks human arachidonate 12S-lipoxygenase; purified 12hLO, xylenol orange hydroperoxide absorbance; AID 1671190; 580,000 compounds, 1.1% hits; Potency, µM (highest dose often 108 µM), inactives show at the top dose activity change, negative = inhibition, usual class: inhibitors; also: potency is read from the fitted curve at half-maximal effect; % is scaled to controls: 0 for no effect and ±100 for the full control effect
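Purified human 12hLO at 150 nM in 25 mM Hepes, 0.01% Triton X-100, pH 7.0, preincubated 15 min at room temperature with compound. Reaction started with 40 uM arachidonic acid, 30 min at room temperature. Hydroperoxide measured by Fe-xylenol orange, 573/405 nm absorbance ratio.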
An asterisk follows results filed as active; ? = inconclusive; / = no result given; & = joins results of further samples; [ ] = another dose, or the depositor's remark. Unless noted, calls follow the shape of the dose curve; as a rule, active = well fitted curve in the direction sought with a large enough effect; inconclusive = small, poorly fitted or top-dose-only effect, or another doubt; inactive = no such curve, though single readings can be large; an effect the other way counts as inactive or inconclusive. Only part of the results is shown; rates above refer to the full screens.

1: CCOC(=O)CNC(=O)CSc1nc2nc(C)c(Br)cc2[nH]1
2: Cc1ccc(NC(=O)CSc2nccn2C2CCCC2)cc1Cl
3: O=C(CSc1nc2c([nH]c3ccccc32)c(=O)n1-c1ccc(F)cc1)NC1CCCCC1
4: CCC(=O)NC(=S)Nc1ccc(NC(=S)NC(=O)c2ccc(C)cc2)cc1
5: COc1ccc(CN2C(=O)c3ccccc3C(/C=N\OCc3ccc(C)cc3)C2=O)cc1 (stereo not given)
6: O=C(c1cccs1)N1CCCC(c2nc3c(nnn3Cc3ccccc3)c(=O)[nH]2)C1 (stereo not given)
7: COc1ccc(N2CCN(S(=O)(=O)c3ccc4c(c3)CC(C)N4C(=O)C3CC3)CC2)cc1 (stereo not given)
8: Cc1ccc(N(Cc2cc3ccc(C)cc3[nH]c2=O)C(=O)c2ccco2)cc1
9: COc1cc(C(=O)NNC(=O)C2CSC3(C)CCC(=O)N23)cc(OC)c1OC (stereo not given)
10: Cc1c(C(=O)N(Cc2ccccc2)Cc2cccs2)cnn1-c1ccc(Cl)cc1

assay / entry	1	2	3	4	5	6	7	8	9	10
LDHA block	2	0	-7	-4	4	-4	-3	-2	-4	-5
POLH inh	?	-15%	0%	-19%	?	-17%	-5%	-7%	-13%	0%
POLB inh	1%	-1%	4%	-11%	12%	10%	8%	?	/	2%
POLK inh	-5%	-12%[60.1 µM]	-14%[60.1 µM]	11%	-8%	-10%	-20%	5%	4%	-5%
Anesthetic bind	-10%	6%	-19%	-12%	-16%	0%	-9%	5%	/	53%[activator]
APE1 inh	-4%	/	/	-3%	-7%	1%	6%	-1%	-4%	5%
ERG-DNA inh	1%	5%	2%	2%	1%	0%	-14%	3%	-3%	0%
RGS4 inhibitor	-23%	-17%	25%	-28%	8%	-3%	1%	-73%[56.9 µM]	-9%	-3%
ALOX12 inh	0%	-30%	-3%	?	-1%	-5%	-5%	?	-1%	83%[activator]

The closing 3 records of the section above come first, to join the parts.
8: Cc1ccc(N(Cc2cc3ccc(C)cc3[nH]c2=O)C(=O)c2ccco2)cc1
9: COc1cc(C(=O)NNC(=O)C2CSC3(C)CCC(=O)N23)cc(OC)c1OC (stereo not given)
10: Cc1c(C(=O)N(Cc2ccccc2)Cc2cccs2)cnn1-c1ccc(Cl)cc1
11: O=C1CN(C(=O)CN2CCCC2)C(c2ccccc2)c2cc(Br)ccc2N1 (stereo not given)
12: Cc1csc(C(C)N(C)C(=O)CCc2nnc(CCc3ccccc3)o2)n1 (stereo not given)
13: CCCCn1c(N)c(N(CCC(C)C)C(=O)COC(=O)Cc2ccc(Cl)cc2)c(=O)[nH]c1=O
14: COc1cccc(OC)c1C(=O)Nc1ccc(C(=O)c2ccncc2)cc1
15: Cc1ccccc1C(=O)NCC(=O)NC1CC1
16: Cc1ccc(-n2ncc(C(=O)N3CCc4ccccc4C3)c2C2CCN(C(=O)OC(C)(C)C)CC2)cc1C
17: C[n+]1cnn2c1SCC1(COC1)C2
18: CC(C)(C)c1ccc(-n2nc(C(N)=O)c(O)cc2=O)cc1
19: COc1ccc(C(=O)c2c(C)c3cc(C)ccc3n2CC(O)CN2CCOCC2)cc1 (stereo not given)
20: OC(CNCc1ccc(-c2ccccc2)cc1)c1ccccc1 (stereo not given)

assay / entry	8	9	10	11	12	13	14	15	16	17	18	19	20
LDHA block	-2	-4	-5	-8	-5	-13	-4	4	-6	-58*	9	1	-4&-2
POLH inh	-7%	-13%	0%	-11%	-10%	-10%	-13%	-13%	-8%	-9%	12%	-5%	-8%
POLB inh	?	/	2%	-14%	5%	/	/	/	15%	27%	4%	11%	24%
POLK inh	5%	4%	-5%	1%	-3%	-8%	0%	-5%	4%	-12%	?	-12%	-2%
Anesthetic bind	5%	/	53%[activator]	-2%	-5%	/	/	/	-6%	-9%	0%	-17%	?
APE1 inh	-1%	-4%	5%	2%	13%	/	17%	30%	/	-10%	-6%	4%	-3%
ERG-DNA inh	3%	-3%	0%	-6%	15%	18%	-3%	7%[15.4 µM]	-4%	-3%	14%	5%	-17%
RGS4 inhibitor	-73%[56.9 µM]	-9%	-3%	-16%	-7%	-28%	9%	-15%	10%	-4%	?	-23%	7%
ALOX12 inh	?	-1%	83%[activator]	-4%	0%	-2%	28%	4%	-22%	?	-10%	-27%	?

21: CCOC(=O)c1ccccc1NC(=O)Nc1cc2c(cc1N1CCCC1)n(C)c(=O)n2C
22: CCN(Cc1nc2ccccc2c(=O)[nH]1)C(=O)COc1ccccc1-c1ccccc1
23: O=C(CN(Cc1ccccc1)C(=O)CCC(=O)Nc1nccs1)NCc1ccccc1
24: COc1ccc(Nc2nc(C)cc(C)c2C#N)c(OC)c1
25: O=C(CCCOc1ccc(Cl)cc1Cl)Nc1cc(S(=O)(=O)N2CCOCC2)ccc1N1CCOCC1
26: Cc1ccc2c(c1)C(c1ccccc1)N(C(=O)c1ccc(OC(C)C)cc1)CC(=O)N2 (stereo not given)
27: Cc1ccc(NCc2cc3cc4c(cc3n(CC(=O)Nc3ccc(C)cc3)c2=O)OCCO4)cc1
28: Oc1c(Br)cc(C=Nc2ccc3nc(-c4ccccc4)[nH]c3c2)c(O)c1Br
29: CON(C)c1nc(C2CCCCC2)c2cc(C)ccc2n1
30: O=C1CCC2=C(CCCC2=O)N1

assay / entry	21	22	23	24	25	26	27	28	29	30
LDHA block	5	4	-9	-1	-2	4	11	36	5	-9
POLH inh	-14%	-17%	-12%	-13%	-27%	-21%	-7%	14µM*	?	-5%
POLB inh	0%	/	1%	25%	/	17%	-11%	?	/	3%
POLK inh	-3%	7%	6%	-5%	-6%	-16%	-8%	50µM*	17%	5%
Anesthetic bind	?	/	-4%	4%	/	-13%	53%[activator]	-2%	/	-2%
APE1 inh	/	8%	34%[activator]	21%	/	/	/	11%	/	13%
ERG-DNA inh	-1%	10%	16%	-11%	-8%[15.4 µM]	11%	5%	4%	1%	3%
RGS4 inhibitor	6%	-28%	6%	-23%	-35%	-10%	?	-40%	-29%	-9%
ALOX12 inh	3%	-23%	-24%	-12%	-25%	3%	?	-32%	-53%	-1%

31: CCCCNC(=S)NCCN1CCCCC1
32: CC1Sc2ccc(S(=O)(=O)N3CCC(C(=O)NCC(C)c4ccccc4)CC3)cc2NC1=O (stereo not given)
33: COc1ccc(N(CC(=O)Nc2cccc(N(C)S(C)(=O)=O)c2)S(=O)(=O)c2ccc(C)cc2)cc1
34: COc1ccc(CN2CCN(C(C)C)C(CCO)C2)cc1Cn1cncn1 (stereo not given)
35: CN(C)S(=O)(=O)c1ccc(NC(=O)c2cc3ccccc3o2)cc1
36: CC(=O)c1cccc(OCC(=O)N(C)CC(=O)NCc2ccco2)c1
37: CCOC(=O)CC1C(=O)NCCN1C(=O)Nc1ccccc1 (stereo not given)
38: CCCCN(c1ccccc1)c1ncnc2c1cnn2-c1ccc(Cl)cc1
39: COc1c(Cl)cc(-c2noc(C)c2C(=O)NC(C)C)cc1Cl
40: CCOc1ccc(NC(=O)CSc2ncn[nH]2)cc1
41: CC1(C)C(O)=C(c2nc3ccccc3[nH]2)C(=N)N1c1ccccc1
42: COc1ccc(N2C(=O)CC(c3ccccc3)CC2=O)cc1
43: N#Cc1c(N)nc2c(c1-c1ccncc1)CCCC2

assay / entry	31	32	33	34	35	36	37	38	39	40	41	42	43
LDHA block	-17	-3	-9	-3	-3	2	0	-2	-9	-3&-12	0	-2	-7
POLH inh	6%	-12%	?	-16%	-6%	3.2µM*	-19%	1%	-11%	-4%&-16%	-4%	-9%	3%
POLB inh	-6%	-11%	13%	57%	1%	/	13%	0%	0%	25%&33%	6%	/	2%
POLK inh	2%	-21%	-21%	-1%	-10%	35µM*	-5%	-4%[60.1 µM]	-6%	-13%&-3%	-20%	-22%	-8%
Anesthetic bind	8%	-15%	-6%	-5%	?	/	-2%	1%	-4%	-2%&-1%	-6%	/	-7%
APE1 inh	2%	43%	-1%	15%	7%	9.5µM*	8%	/	?	-1%	0%	10%	-2%
ERG-DNA inh	-5%	3%	1%	-8%	-6%	2%	-5%	?	-1%	-9%&-3%	-1%	15%	-10%
RGS4 inhibitor	-4%	-11%[11.4 µM]	3%	-25%	27%	-28%	32%	32%	5%	-24%&6%	15%	-17%	-2%
ALOX12 inh	?	-15%	-12%	-1%	17%	12%	150%[activator]	?	-9%	394%&-5%[activator]	0%	6%	-9%
